# Screens from PubChem.
# ERG-DNA inh = ERG Ets/DNA interaction inhibition; P11308; fluorescence polarization, His-ERG Ets domain / labelled DNA; Potency, µM (series often up to 76.9 µM), for the others: at the highest dose FP activity, negative = inhibition, hits mostly inhibitors; 0.028% of 370,000 active; AID 624246; active = well fitted inhibition curve with a large enough effect in the polarisation, with a control signal flat; inconclusive = small, poorly fitted or top-dose-only effect, or effect the other way, or a change in a side signal; inactive = no such curve, though single readings can be large or run the other way; the % refers to the polarisation;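 also: polarization taken with two DNA probes labelled with fluorescein and Texas red; potency is read from the fitted curve at half-maximal effect; % of control where 0% means no effect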
#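 His-tagged ERG Ets domain (1 uM in the protein solution; 300mM KCl, 50mM Tris-HCl, 1mM EDTA, 1mM DTT, pH 7.5) received compound, then a probe mix of 5 nM fluorescein-DNA and 100nM Texas-615-DNA. Fluorescence polarization was read for both dyes.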
# G9a inh = G9a (human) methyltransferase inhibition; Q96KQ7; G9a H3K9 monomethylation, AlphaScreen, 2 h; Potency, µM (top dose mostly 102 µM), inactives show top-dose activity, negative = inhibition, actives largely listed as inhibitors; 8.8% of 350,000 active; AID 504332; also: potency is read from the fitted curve at half-maximal effect; % is scaled to controls: 0 for no effect and ±100 for the full control effect; nearly all actives have a fitted effect of over 75% in size
# Target sequence (Q96KQ7 913-1193 limits assumed): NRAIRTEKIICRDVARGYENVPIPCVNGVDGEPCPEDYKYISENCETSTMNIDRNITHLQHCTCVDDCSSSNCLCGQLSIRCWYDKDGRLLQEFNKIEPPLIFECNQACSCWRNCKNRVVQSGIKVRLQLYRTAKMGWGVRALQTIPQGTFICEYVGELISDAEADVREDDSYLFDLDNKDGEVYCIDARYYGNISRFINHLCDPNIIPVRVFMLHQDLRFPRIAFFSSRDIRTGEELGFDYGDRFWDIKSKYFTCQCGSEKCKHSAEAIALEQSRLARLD
#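 G9a (20 nM) was preincubated 15 min with compound, then reacted 2 h at room temperature with 500 nM biotin-H3K9 peptide and 20 µM SAM. Monomethyl-H3K9 detected by AlphaScreen using anti-H3K9me1 antibody.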
# PI4K2A block = PI4K2A (human) kinase inhibition; activity change, negative = inhibition, % at 76.9 µM; 0.13% of 420,000 active; purified PI4K2A, ADP-Glo luminescence, 1 h; hits give low values; Q9BTU6; in the data active = activity change below about -50%; inconclusive = mostly about -30% to -49%;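 also: -100% = wells without enzyme as full effect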
#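 ADP-Glo luminescence measured ADP generated by PI4K2A enzyme (4 ug/mL before mixing) with 1.2 mM PI substrate (pre-mix) and 300 microM ATP (pre-mix). Tris pH7.5 buffer with MgCl2, Triton X-100; 1 h reaction at ambient temperature.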
# BAZ2B inh = blocks human BAZ2B. Potency, µM (titrated, usually from 114 µM), inactives show at the top dose activity change, negative = inhibition, hits mostly inhibitors. 4.4% of 360,000 active. AlphaScreen BAZ2B-H3K14Ac peptide displacement; also: potency is read from the fitted curve at half-maximal effect; % is scaled to controls: 0 for no effect and ±100 for the full control effect; nearly all actives have a fitted effect of over 60% in size
#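 BAZ2B 50 nM plus b-H3(5-23)K14Ac 50 nM, PBS pH 7.4/0.01% Tween-20, 30 min RT; compound added (max 110 uM), 30 min RT; streptavidin donor/Ni-chelate acceptor beads 10 ug/mL final, 20 min dark; AlphaScreen read.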
# JMJD2A Tudor inh = inhibitors of human JMJD2A Tudor domain | AlphaScreen JMJD2A-Tudor / H3K4me3 peptide binding | 4.4% of 390,000 active | Potency, µM (doses to about 114 µM), for inactives: at the top dose activity change, negative = inhibition, usual class: inhibitors | O75164; also: potency is read from the fitted curve at half-maximal effect; % is scaled to controls: 0 for no effect and ±100 for the full control effect; nearly all actives have a fitted effect of over 50% in size
# RGS4 inh = inhibitors of human regulator of G protein signaling 4 | P49798 | Transcreener GDP fluorescence polarization, RGS4-accelerated GTP hydrolysis | Potency, µM (highest dose often 114 µM), for the others: at the top dose activity change, negative = inhibition, usual class: inhibitors | 0.039% of 390,000 active | AID 504845; also: potency is read from the fitted curve at half-maximal effect; % is scaled to controls: 0 for no effect and ±100 for the full control effect; nearly all actives have a fitted effect of over 75% in size; some results filed as inactive show a strong effect at the top dose
#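 MLSMR compounds (23 nl, pin-transferred) preincubated 10 min at room temperature with a 500nM (2x) first reagent, then RGS4 at 900nM (2x) plus Transcreener GDP mix added; fluorescence polarization (620/688 nm) read before and after 90 min at 30 °C.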
# 12-LOX inh = inhibitors of human 12S-lipoxygenase ALOX12; P18054; 1.1% of 580,000 active; purified 12hLO, xylenol orange hydroperoxide absorbance; Potency, µM (doses to about 108 µM), for the others: top-dose activity change, negative = inhibition, most hits filed as inhibitors; AID 1671190; also: potency is read from the fitted curve at half-maximal effect; % is scaled to controls: 0 for no effect and ±100 for the full control effect
#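 Purified human 12hLO at 150 nM in 25 mM Hepes, 0.01% Triton X-100, pH 7.0, preincubated 15 min at room temperature with compound. Reaction started with 40 uM arachidonic acid, 30 min at room temperature. Hydroperoxide measured by Fe-xylenol orange, 573/405 nm absorbance ratio.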
# GLS inhibitor = inhibitors of human glutaminase (GLS). AID 624170. GLS enzymatic activity, qHTS titration. Potency, µM (top dose mostly 45.5 µM), for inactives: at the top dose activity change, negative = inhibition, actives largely listed as inhibitors. 0.21% of 410,000 active. O94925; also: potency is read from the fitted curve at half-maximal effect; % is scaled to controls: 0 for no effect and ±100 for the full control effect
# Target sequence (O94925 whole entry, looked up): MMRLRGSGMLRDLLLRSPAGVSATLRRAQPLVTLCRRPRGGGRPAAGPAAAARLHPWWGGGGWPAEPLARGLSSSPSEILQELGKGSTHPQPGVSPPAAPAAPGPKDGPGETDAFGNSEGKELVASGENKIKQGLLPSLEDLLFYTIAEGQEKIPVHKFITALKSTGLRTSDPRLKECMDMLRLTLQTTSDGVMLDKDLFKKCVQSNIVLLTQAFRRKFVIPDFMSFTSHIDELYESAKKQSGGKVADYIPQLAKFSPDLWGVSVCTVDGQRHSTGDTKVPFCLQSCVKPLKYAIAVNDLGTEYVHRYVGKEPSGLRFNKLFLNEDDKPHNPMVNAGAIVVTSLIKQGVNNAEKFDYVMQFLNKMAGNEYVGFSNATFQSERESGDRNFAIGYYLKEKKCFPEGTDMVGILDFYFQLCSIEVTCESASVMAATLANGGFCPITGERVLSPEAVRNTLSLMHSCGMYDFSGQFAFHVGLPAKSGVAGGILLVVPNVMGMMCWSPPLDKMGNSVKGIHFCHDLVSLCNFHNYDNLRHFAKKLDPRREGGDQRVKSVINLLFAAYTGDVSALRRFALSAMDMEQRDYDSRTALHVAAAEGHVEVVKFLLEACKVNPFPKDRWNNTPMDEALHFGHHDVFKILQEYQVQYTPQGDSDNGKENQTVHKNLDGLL
#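 Glutamate formation by hKGA was monitored fluorometrically using coupled glutamate oxidase, HRP and Amplex Red. Substrate was added as 1 mM L-glutamine solution; incubation was 30 min at RT after an initial read.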
# HP1b binding inh = inhibitors of HP1-beta chromodomain binding to methylated histone tails. P83916. AlphaScreen HP1-beta / biotin-H3K9me3 peptide binding. Potency, µM (titrated, usually from 114 µM), for the others: at the top dose activity change, negative = inhibition, most hits filed as inhibitors. 0.56% of 390,000 active. AID 540317; also: potency is read from the fitted curve at half-maximal effect; nearly all actives have a fitted effect of over 70% in size; inactives centre near 23
#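 Compound inhibition of the preformed complex between 50 nM HP1-beta and 50 nM biotinylated H3K9me3 peptide was read by AlphaScreen. Buffer was PBS pH 7.4 with 0.01% Tween-20. Incubations ran 30 min at room temperature, with 10 ug/mL donor/acceptor beads.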
# The depositor's hits bear a star; u = inconclusive; x = not tested or not shown; [ ] = dose if it differs, or a comment. Unless noted, calls follow the shape of the dose curve; as a rule, active = well fitted curve in the direction sought with a large enough effect; inconclusive = small, poorly fitted or top-dose-only effect, or another doubt; inactive = no such curve, though single readings can be large; an effect the other way counts as inactive or inconclusive. The list is partial (hit frequency here may not be typical).
SMILES,ERG-DNA inh,G9a inh,PI4K2A block,BAZ2B inh,JMJD2A Tudor inh,RGS4 inh,12-LOX inh,GLS inhibitor,HP1b binding inh
CCN(CC)C(=O)c1ccc2c(c1)N(Cc1ccc(C(F)(F)F)cc1)C(=O)c1ccccc1S2,-0.5%,-13.9%[59 µM],-4.6,x,-27.7%,-14.7%,u,0.4%,28.0%
CCCOc1c(OC)cccc1C1CC(=O)Nc2cc3c(cc21)OCO3 (stereo not drawn),1.0%,u,-1.2,-7.1%,-24.4%,20.6%,7.1%,-0.4%,1.0%
O=C(O)CC(CC(=O)Nc1ccc2ccccc2n1)c1ccccc1 (stereo not drawn),-6.4%,7.7%,0.8,-10.9%,-1.1%,-40.3%,0.0%,5.4%,29.0%
CCCOC(=O)c1ccc(OCC(O)CN2CCN(C(=O)c3ccccc3)CC2)cc1 (stereo not drawn),-3.9%,-24.8%[59 µM],4.1,-6.3%,-15.1%,14.1%,-15.8%,-1.0%,32.6%
C/C(=N\NC(=O)COc1cccc(Br)c1)c1ccc2c(c1)OCCO2,0.0%,-40.1%[59 µM],6.1,-23.3%,-6.0%,4.8%,179.4%[activator],-5.8%,47.6%[activator]
CCOc1ccccc1NC1(c2ccccc2)C(=O)c2ccccc2C1=O,1.9%,11.2µM*,-5.5,u,11.2µM*,-14.2%,-1.4%,11.2%,u
COc1cccc(/C=C2/SC(=S)N(CC(=O)Nc3nnc(C)s3)C2=O)c1,38.0%[activator],-6.5%,-1.2,-6.1%,-18.4%,-34.5%,3.0%,2.5%,35.1%
CCOC(=O)C1CCCN(C(=O)CN2C(=O)C(CC)Oc3ccc(C)cc32)C1 (stereo not drawn),x,-3.6%[59 µM],0.3,u,-4.7%,5.3%,13.5%,1.6%,25.9%
COc1ccc(-c2ccc(SCC(=O)c3ccccc3)nn2)cc1OC,6.5%,50.1µM*,2.1,-17.5%,-20.5%,-5.2%,-1.7%,-3.7%,17.5%
CCN(CC(=O)Nc1cccc(OC)c1)CC(=O)Nc1ccccc1C,-2.8%,10.1%,0.5,0.1%,-13.4%,12.6%,0.0%,11.1%,31.0%

# One compound at a time (already shown). Order of screens: ERG-DNA inh	G9a inh	PI4K2A block	BAZ2B inh	JMJD2A Tudor inh	RGS4 inh	12-LOX inh	GLS inhibitor	HP1b binding inh
# `CCCOC(=O)c1ccc(OCC(O)CN2CCN(C(=O)c3ccccc3)CC2)cc1` (stereo not drawn) across the screens: -3.9%	-24.8%[59 µM]	4.1	-6.3%	-15.1%	14.1%	-15.8%	-1.0%	32.6%
# `CCOc1ccccc1NC1(c2ccccc2)C(=O)c2ccccc2C1=O` across the screens: 1.9%	11.2µM*	-5.5	u	11.2µM*	-14.2%	-1.4%	11.2%	u
# `CCCOc1c(OC)cccc1C1CC(=O)Nc2cc3c(cc21)OCO3` (stereo not drawn) across the screens: 1.0%	u	-1.2	-7.1%	-24.4%	20.6%	7.1%	-0.4%	1.0%
# `CCN(CC)C(=O)c1ccc2c(c1)N(Cc1ccc(C(F)(F)F)cc1)C(=O)c1ccccc1S2` across the screens: -0.5%	-13.9%[59 µM]	-4.6	x	-27.7%	-14.7%	u	0.4%	28.0%

# Going on with the list:
SMILES,ERG-DNA inh,G9a inh,PI4K2A block,BAZ2B inh,JMJD2A Tudor inh,RGS4 inh,12-LOX inh,GLS inhibitor,HP1b binding inh
COc1ccc(CNC(=O)CCc2c(C)nn(-c3ccc(N4CCOCC4)nn3)c2C)cc1,0.0%,1.2%[59 µM],1.4,-37.3%,-20.0%,7.2%,-11.7%,-12.6%,-5.4%
Cc1ccc([N+](=O)[O-])cc1NC(=O)CSc1n[nH]c(-c2cccnc2)n1,5.3%,-10.0%[59 µM],1.9,-0.1%,0.0%,-18.0%,-10.3%,-16.1%,49.1%[activator]
COc1ccc(-n2cnc3c(N)nc(N)nc32)cc1,-9.4%,x,-12.9,x,-2.7%,18.1%,-10.1%,-12.5%,31.3%
C=Cc1ccc(Cn2c(=O)n(C)c(=O)c3sccc32)cc1,-8.5%,x,-2.2,6.1%,0.0%,10.3%,0.7%,-1.9%,14.5%
NS(=O)(=O)c1ccc(NC(=O)/C=C/c2ccccc2[N+](=O)[O-])cc1,5.9%,-25.3%,4.5,-0.3%,-9.0%,13.8%,-0.5%,-1.4%,-12.8%
CCC(Oc1ccccc1)C(=O)N1CCN(C(=O)C(CC)Oc2ccccc2)CC1 (stereo not drawn),x,-1.5%,-0.7,2.5%,-3.0%,2.0%,-8.3%,-5.7%,27.1%
C=CCn1c(C)cc(C(=O)COC(=O)c2ccc(N)c([N+](=O)[O-])c2)c1C,5.2%,u,1.6,u,u,-9.8%,4.2%,2.7%,-14.9%
Cc1ccc(C)c(NC(=O)Cc2nc(CNCC(C)C)cs2)c1,-1.0%,-21.9%,6.7,-37.5%,-23.6%,16.9%,-12.0%,-4.5%,12.0%
N#Cc1cc2c(=O)n3ccccc3nc2n(-c2nnc(SCc3ccccc3Cl)s2)c1=O,-4.1%,0.4%[59 µM],-2.5,7.1%,11.7%,-10.7%,0.1%,0.3%,53.0%[activator]
CCOc1ccccc1NC(=O)N1CCC(n2nnc3cc(C)ccc32)CC1,7.4%,0.4%,3.1,2.4%,-15.7%,5.5%,12.2%,-1.2%,45.6%[activator]
COc1cccc(-c2csc(N3CCN(CC(=O)NNC(=O)c4ccc(Br)cc4)CC3)n2)c1,x,17.7%[59 µM],-0.5,4.7%,-19.0%,-1.8%,11.2%,6.0%,28.5%
COc1cc(C(Nc2ccc(S(=O)(=O)N3CCC(C)CC3)cc2)C(=O)NCC2CCCO2)cc(OC)c1OC (stereo not drawn),11.2%,-6.5%,-1.4,-3.7%,-26.0%,11.2%,0.0%,2.5%,15.1%
Cc1cc(NC(=O)C(=O)NCc2cccc(Cl)c2)no1,-6.1%,x,0.1,4.2%,7.2%,5.8%,55.7%[activator],-4.7%,16.7%
CCN(CC)S(=O)(=O)c1ccc(C(C)NC(=O)Cc2c[nH]c3ccccc23)cc1 (stereo not drawn),13.5%,21.6%,-0.3,-12.1%,-17.7%,-7.5%,u,1.8%,-9.8%
CCCCC(=O)Nc1ccc(NC(=S)NC(=O)CC(C)C)cc1OC,1.7%,-45.4%[59 µM],0.1,-2.2%,2.1%,-3.3%,4.9%,5.6%,32.2%
COC(=O)[C@H](Cc1ccccc1)NC(=O)Nc1ccc(S(N)(=O)=O)cc1,-14.9%,2.4%,4.0,0.4%,-7.5%,-4.4%,0.0%,1.7%,24.0%
Cc1nn(C(=O)c2ccccc2)c(C)c1Sc1ccc(Cl)cc1,0.9%,162.6%[activator][59 µM],0.0,209.1%[activator],105.9%[activator],-0.8%,-6.9%,10.5%,107.1%[activator]
CC(=O)N1CCN(S(=O)(=O)c2cccc(C(=O)Nc3nc4c(s3)CCCC4)c2)CC1,7.7%,22.3%[59 µM],2.9,u,u,-35.6%,0.0%,3.8%,9.5%
Cc1c(C(=O)N2CCCC(C(F)(F)F)C2)oc2ccccc12 (stereo not drawn),-4.3%,1.5%[12.7 µM],-4.0,-0.2%,12.8%,-18.2%,2.8%,1.4%,48.3%[activator]
CC[C@@H]1C=C(C(=O)O)[C@H](c2ccc(Cl)c(Cl)c2)N1S(=O)(=O)c1ccc(C)cc1,-10.6%,x,-0.1,x,u,-15.0%,u,1.1%,23.6%
CC1CCCCN1CCCNC(=O)c1ccc2c(c1)sc1nc(-c3ccc(F)cc3)cn12 (stereo not drawn),1.1%,1.3%[59 µM],0.6,2.4%,-15.8%,28.6%,-15.2%,-5.1%,15.2%
O=C(NCc1ccncc1)C(=O)NCc1ccco1,0.7%,x,0.7,-25.1%,-8.3%,-10.0%,0.5%,-2.3%,34.4%
C=C1C(=O)[C@@]23[C@H](O)C[C@@H]4C(C)(C)CC[C@H](O)[C@@]4(C)[C@@H]2CC[C@@H]1[C@H]3O,-0.7%,-8.2%,-12.7,2.2%,-1.4%,-39.8%,18.2%,0.2%,53.8%[activator]
Cc1cccc(-c2n[nH]c(=S)n2/N=C/c2ccco2)c1,2.1%,x,-2.0,-26.3%,7.94µM*,-24.1%,u,-14.6%,7.1%
CCOC(=O)CNC(=O)C1CCCc2c1[nH]c1ccc(Cl)cc21 (stereo not drawn),-5.5%,2.8%[0.501 µM],-4.7,-14.4%,-26.5%,-5.0%,u,9.8%,-4.2%
C=CCn1c(SCC(=O)NC2CC2)nnc1-c1ccccn1,5.2%,25.1%,1.8,u,14.5%,-9.2%,-6.8%,-9.4%,38.6%
Cc1ccc(-n2[nH]c(C)c(/C=N/NC(=O)c3ccc(O)cc3O)c2=O)cc1,5.4%,-13.5%,-23.4,28.2µM*,31.6µM*,19.7%,x,-4.6%,21.7%
N#CCCn1c(SCC(=O)NCc2ccco2)nc2ccccc21,-10.3%,-8.8%[12.7 µM],0.9,-2.5%,-3.8%,-29.0%,u,-0.7%,33.0%
COc1ccc(C(C(=O)NCC2CCCO2)N(C(=O)CNC(=O)c2cccs2)c2ccc(C(C)=O)cc2)cc1OC (stereo not drawn),2.9%,5.5%,3.0,3.0%,-7.7%,14.1%,-0.3%,0.0%,45.3%[activator]
Cc1noc(C)c1C(=O)Nc1nc(-c2ccccc2Cl)cs1,6.3%,10.1%[59 µM],-0.5,-31.7%,2.1%,28.9%,-9.5%,-0.5%,23.7%
